Smad3 FoxH1 inh – inhibitors of human Smad3 transcription factor binding. P84022. TR-FRET Smad3/Dy647-FoxH1 peptide binding, europium anti-His. inhibition, % at 25 µM. 88,000 tested, 0.29% active. AID 630;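 active means compounds that reduce the energy-transfer binding signal between the protein and its labelled peptide by more than half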;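 further: 0% = Smad3 plus labelled peptide maximal FRET and 100% = peptide-only background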
Target sequence (P84022 whole entry, looked up): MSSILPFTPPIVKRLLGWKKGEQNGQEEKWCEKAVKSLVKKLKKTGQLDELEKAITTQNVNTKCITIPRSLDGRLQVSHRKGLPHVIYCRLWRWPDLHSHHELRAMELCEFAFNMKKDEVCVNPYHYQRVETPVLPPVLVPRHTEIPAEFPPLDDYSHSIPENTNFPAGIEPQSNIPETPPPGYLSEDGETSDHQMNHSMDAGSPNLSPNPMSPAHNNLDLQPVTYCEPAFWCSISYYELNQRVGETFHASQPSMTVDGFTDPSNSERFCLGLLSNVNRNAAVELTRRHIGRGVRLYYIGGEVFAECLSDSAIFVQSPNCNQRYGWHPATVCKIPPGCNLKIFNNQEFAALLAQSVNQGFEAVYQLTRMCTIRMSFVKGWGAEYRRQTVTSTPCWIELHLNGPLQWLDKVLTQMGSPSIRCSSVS
Mac1 fbg inh – blocks human CD11b/CD18 adhesion to fibrinogen; 93,000 tested, 0.54% active; inhibition, % at 10 µM; K562 CD11b/CD18 adhesion to fibrinogen, ATPlite luminescence; Mn2+ added to activate the integrin;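 active means primary inhibition of 50% or more at 10 µM, then 40% or more on retest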; further: some results filed as inactive read as strong as hits
ERa coact pot – ER-alpha (human) coactivator binding potentiation; P03372; TR-FRET ERalpha-LBD/SRC-Cy5 coactivator binding, 2 h; 100 = basal binding, no effect; coactivator binding (% of control), % at 25.6 µM; 86,000 tested, 1.3% active; AID 639; in the data active means activity above about 200%;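 further: binding measured in presence of low estradiol as agonist stimulus; 0% = peptide alone without receptor and 100% = receptor with peptide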
Target sequence (P03372 whole entry, looked up, the tested form may be a part): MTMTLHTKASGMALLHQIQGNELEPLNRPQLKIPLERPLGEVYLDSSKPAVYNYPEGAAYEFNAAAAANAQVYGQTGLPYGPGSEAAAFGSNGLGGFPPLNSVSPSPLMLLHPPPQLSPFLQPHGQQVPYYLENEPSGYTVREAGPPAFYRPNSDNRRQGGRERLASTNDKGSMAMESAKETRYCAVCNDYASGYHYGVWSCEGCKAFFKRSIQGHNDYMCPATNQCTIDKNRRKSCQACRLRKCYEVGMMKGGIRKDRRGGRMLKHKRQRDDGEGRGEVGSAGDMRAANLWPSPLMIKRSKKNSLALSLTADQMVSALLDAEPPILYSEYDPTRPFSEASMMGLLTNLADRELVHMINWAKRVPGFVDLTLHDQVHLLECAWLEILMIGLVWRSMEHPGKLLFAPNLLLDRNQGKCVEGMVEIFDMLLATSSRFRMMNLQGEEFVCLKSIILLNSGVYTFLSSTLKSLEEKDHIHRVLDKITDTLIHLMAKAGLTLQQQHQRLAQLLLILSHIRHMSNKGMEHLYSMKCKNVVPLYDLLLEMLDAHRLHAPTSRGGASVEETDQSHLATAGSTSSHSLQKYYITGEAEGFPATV
Calb biofilm kill – kills Candida albicans biofilms. C. albicans biofilm + clotrimazole, Alamar Blue. inhibition, % at 6 µM. 85,000 tested, 0.14% active. AID 834;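 active means inhibition above 20%; inactive means inhibition below 20%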;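 further: preformed 24 hr biofilms exposed to compound for 48 hr; 0% = biofilm without compound and 100% = blank killed by clotrimazole plus chlorhexidine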
MT1-MMP txn act – MT1-MMP promoter transcription activation. HT1080 MT1-MMP promoter luciferase reporter, luminescence, overnight; stronger effect = higher value. activation factor at 10 µM. 86,000 tested, 0.16% active. AID 750;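 active means activation factor of at least 2 for MT1-MMP transcription at 10 µM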
sEH inh – blocks human soluble epoxide hydrolase activity. P34913. recombinant human sEH enzymatic activity assay. inhibition, % at 2 µM. 91,000 tested, 0.34% active. AID 707; in the data active means inhibition above about 80%; further: values of inactives mirror those of a sister screen read the other way; many of its hits are not listed in these tables
ERb coact inh – blocks coactivator binding to human estrogen receptor beta; TR-FRET ER-beta LBD / SRC1-Cy5 peptide binding; receptor agonist-loaded with 1 µM estradiol; inhibition, % at 25.6 µM; 86,000 tested, 1.3% active; AID 633;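 active means compounds whose percent inhibition of the receptor-coactivator binding signal exceeds about 50% in the single-dose screen, limit read from the data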;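 further: 0% = receptor plus peptide wells without compound and 100% = peptide-only wells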
CD11b adhes enh – CD11b/CD18-fibrinogen binding enhancement | P05107+P11215 | K562 CD11b/CD18 adhesion to fibrinogen, ATPlite luminescence | activation, % at 10 µM | 93,000 tested, 0.07% active;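 active means 10 µM primary screen giving 50% or more activity, confirmed by 40% or more on retest at that dose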; further: strong numbers were not always called active; reference of the scale not given here
sEH act – increases human soluble epoxide hydrolase activity; purified human sEH enzymatic activity, activator screen; AID 717; activation, % at 2 µM; 91,000 tested, 0.04% active; P34913; in the data active means activation above about 37%; further: values of inactives mirror those of a sister screen read the other way
Starred values were filed as active, the others as inactive; . = not tested or not shown; [ ] = another dose, or the depositor's remark. Some of the compounds tested. The share of hits here may be higher or lower than overall.

#	Structure	Smad3 FoxH1 inh	Mac1 fbg inh	ERa coact pot	Calb biofilm kill	MT1-MMP txn act	sEH inh	ERb coact inh	CD11b adhes enh	sEH act
1	CC(=O)c1c(C(C)=O)c(C)n(-c2nc(-c3cccs3)c(C)s2)c1C	-3	-10	109	3	1.2	-1	-4	5	3
2	CCc1ccc(-c2nc(CN3CCC(C(=O)N4CCN(c5ccccc5)CC4)CC3)c(C)o2)cc1	3	26	102	2	1.1	11	-9	-3	-9
3	COc1ccccc1CNC(=O)c1cnc2ccccn2c1=O	8	2	87	5	.	.	4	4	.
4	O=C(Nc1ccc(C#Cc2ccccc2)cc1)C1CC1	.	12	.	.	.	-2	.	-3	4
5	CC(C)CCn1nnnc1C(c1ccccc1)N1CCN(C)CC1 (stereo unspecified)	3	-23	133	5	1	.	-3[fluorescence artefact?]	-5	.
6	O=C(c1ccccn1)N(CC1CCCO1)C1(C(=O)NC2CCCCC2)CCCCC1 (stereo unspecified)	3	-17	106	0	1.1	0	-28	-5	0
7	Cc1nc2ccc(F)cc2cc1C(=O)NCC1CCCO1 (stereo unspecified)	3	-46	92[fluorescence artefact?]	5	1.2	-1	9	-4	2
8	CC1Cc2cc(/C(O)=C3/C(=O)C(=O)N(Cc4ccco4)C3c3cccs3)ccc2O1 (stereo unspecified)	1	-4	110	5	1.3	15	10	4	-16

(next part)
#	Structure	Smad3 FoxH1 inh	Mac1 fbg inh	ERa coact pot	Calb biofilm kill	MT1-MMP txn act	sEH inh	ERb coact inh	CD11b adhes enh	sEH act
9	CCCn1cc(S(=O)(=O)CC(=O)Nc2ccc(OC)cc2OC)c2ccccc21	5	.	92	8	1.2	3	-1	.	0
10	CC(C)c1ccc(C(C(=O)NC(C)(C)C)N(C(=O)CNC(=O)c2ccco2)c2cccnc2)cc1 (stereo unspecified)	5	.	114[fluorescence artefact?]	2	.	-1	-7	.	0
11	CCCCOC(=O)n1ccc(C(=O)Nc2ccccc2OC)n1	0	-4	103	.	1.1	-3	-2[fluorescence artefact?]	0	1
12	CC12CC(NC(=O)N1c1ccc(C(=O)N3CCN(c4ccc(F)cc4)CC3)cc1)c1ccccc1O2 (stereo unspecified)	4	-10	109	4	1.1	-2	2	-6	3
13	O=CNCC(=O)NC1CCCCCC1	2	-2	106[fluorescence artefact?]	6	1.1	.	-9	-1	.
14	CC(CC(=O)Nc1nncs1)c1ccccc1 (stereo unspecified)	3	.	105	-4	1.1	15	-1[fluorescence artefact?]	.	-10
15	COc1ccc(NC(=O)c2csc(Cc3ccccc3)n2)cc1	1	59	86[fluorescence artefact?]	-4	1.3	10	-1	-4	-10
16	Cc1ccc(NC(=O)C(=O)c2c(-c3ccccc3)cc3ccccn23)cc1S(=O)(=O)N1CCOCC1	19	4	104	4	1.2	1	-4	-1	1

Additional records follow.
#	Structure	Smad3 FoxH1 inh	Mac1 fbg inh	ERa coact pot	Calb biofilm kill	MT1-MMP txn act	sEH inh	ERb coact inh	CD11b adhes enh	sEH act
17	O=c1cc(CO)oc(C(Nc2ccccn2)c2ccsc2)c1O (stereo unspecified)	2	-7	82[fluorescence artefact?]	8	1.2	17	1[fluorescence artefact?]	-1	-16
18	Cc1cccc(C(=O)c2ccccc2C(=O)O)c1O	4	-17	113	2	1.2	.	-5	-4	.
19	CC1/C(=C\c2ccc(Cl)cc2)C(=O)C2CC1C2(C)C (stereo unspecified)	.	6	.	.	.	-1	.	-2	0
20	Cn1c(=O)c2c(ncn2CC(=O)Nc2ccc(N3CCOCC3)cc2)n(C)c1=O	-9	0	96	7	1.2	-8	12	-4	6
21	O=C(NC1CS(=O)(=O)CC1NCc1ccccc1)c1ccccc1 (stereo unspecified)	35	-1	115	1	1.1	.	-1	0	.
22	Cc1cc(C)n(-c2cc(N3CCOCC3)ncn2)n1	4	.	100	12	1.2	5	-6[fluorescence artefact?]	.	-5
23	Cc1c(C(=O)N2CCCC2)sc(NC(=O)c2cccc(Cl)c2)c1C#N	9	17	114	-7	1.1	4	-2	-3	-4
24	CCCCN1C(=O)CC(Nc2ccc(CC)cc2)C1=O (stereo unspecified)	14[fluorescence artefact?]	-16	94	6	1.4	-4	-6	4	7

(cont.)
#	Structure	Smad3 FoxH1 inh	Mac1 fbg inh	ERa coact pot	Calb biofilm kill	MT1-MMP txn act	sEH inh	ERb coact inh	CD11b adhes enh	sEH act
25	Cc1cccc(NC(=O)c2onc3c2CCCC3)c1C	.	1	.	.	.	-6	.	-1	8
26	Cc1nnc(SCC(=O)Nc2ccc3c(c2)COC3=O)n1-c1ccccc1	.	2	.	.	1.1	11	.	-1	-12
27	O=C(NC1CCS(=O)(=O)C1)Oc1ccc(Cl)cc1 (stereo unspecified)	6	-10	96	5	1	1	-14	-1	-4
28	Cc1ccc2c(c1)CCCN2C(=O)c1ccco1	-12	-10	81	4	1.1	-9	2	0	6
29	COc1ccc(CC2S/C(=C(\C#N)C(=O)NCc3ccco3)N(c3ccc(C)cc3)C2=O)cc1 (stereo unspecified)	4	-10	115	1	1.1	2	-4	11	-2
30	CCOC(=O)Cc1csc(NC(=O)CSc2nnc(-c3ccc(OC)cc3)n2C)n1	1	1	111	6	1.2	-14	-5	-3	13
31	COc1cc(OC)cc(-n2nnnc2SCC(=O)Nc2nc3c(s2)CCCC3)c1	15	23	193	2	.	8	7[fluorescence artefact?]	-4	-9
32	COC(=O)CSc1nnnn1-c1cccc2ccccc12	9	-40	104	4	1.2	-5	-1	5	8

Entries of single compounds, quoted from the list. Values in the order: Smad3 FoxH1 inh | Mac1 fbg inh | ERa coact pot | Calb biofilm kill | MT1-MMP txn act | sEH inh | ERb coact inh | CD11b adhes enh | sEH act
Entry for `Cc1cccc(NC(=O)c2onc3c2CCCC3)c1C` → . | 1 | . | . | . | -6 | . | -1 | 8
Entry for `O=C(NC1CCS(=O)(=O)C1)Oc1ccc(Cl)cc1` (stereo unspecified) → 6 | -10 | 96 | 5 | 1 | 1 | -14 | -1 | -4

More records.
#	Structure	Smad3 FoxH1 inh	Mac1 fbg inh	ERa coact pot	Calb biofilm kill	MT1-MMP txn act	sEH inh	ERb coact inh	CD11b adhes enh	sEH act
33	O=C(Nc1nc(N2C(=O)c3ccccc3C2=O)n(-c2ccccc2)n1)c1ccc(Cl)cc1	-2	1	115	-5	1.2	-15	2	-1	18
34	CCOC(=O)CSc1ncnc2c1cnn2-c1ccc(Cl)cc1	9	-7	135	2	1.3	0	6	-1	1
35	CC1CCCC(NC(=O)c2n[nH]c(=O)c3ccccc23)C1C (stereo unspecified)	11	4	111	-2	1.3	-12	-8	4	12
36	CCCC(=O)Nc1ccc(Cl)c(NC(=O)C(C)(C)C)c1	-13	-5	126[fluorescence artefact?]	0	1.1	1	8[fluorescence artefact?]	-2	0
37	Cc1nc2cc(C(=O)OCC(=O)N(CC(C)C)C3CCS(=O)(=O)C3)ccc2n1-c1ccccc1 (stereo unspecified)	-17	-1	96[fluorescence artefact?]	2	1.1	.	4	-2	.
38	Cn1c(SCC(=O)N2CCN(c3cccc(Cl)c3)CC2)nnc1-c1ccncc1	4	1	113	-7	0.8	2	-7	-3	-4
39	C=CCN1C(=O)/C(=C\c2ccc(Cl)cc2)N=C1SCC(=O)NC1CCCCC1	.	-6	.	.	.	-14	.	2	16
40	COc1ccc(C(=O)C(OC(=O)c2ccc(C)c(NC(C)=O)c2)c2ccccc2)cc1 (stereo unspecified)	.	-7	.	.	.	10	.	-1	-11

Next results follow.
#	Structure	Smad3 FoxH1 inh	Mac1 fbg inh	ERa coact pot	Calb biofilm kill	MT1-MMP txn act	sEH inh	ERb coact inh	CD11b adhes enh	sEH act
41	Cc1noc(C)c1C(=O)N1CCCC1	-7	-33	90	6	1	-16	-4	-1	14
42	CCS(=O)(=O)c1nc2ccccc2n1CC(=O)N1CCOCC1	3	-3	108[fluorescence artefact?]	2	1.2	2	-5	3	-5
43	O=c1c2cc3c(cc2[nH]c(=S)n1CCN1CCOCC1)OCO3	-7	.	98[fluorescence artefact?]	-7	1.7	-13	-5[fluorescence artefact?]	.	13
44	Cc1ccccc1[C@@H]1C(C#N)=C(N)S[C@H]1C(=O)c1ccccc1	.	-34	.	.	.	-1	.	-2	2
45	COc1cc(CNc2nc(C)c([N+](=O)[O-])c(C)c2C#N)cc(OC)c1	.	-5	.	.	.	0	.	2	-3
46	O=C(Nc1c(C(=O)O)oc2ccc(Br)cc12)c1ccccc1	11	-8	103	4	1.2	.	-3	-2	.
47	Cc1ccc(N(CC(N)=O)C2SC(=O)N(Cc3cccc(C(=O)O)c3)C2=O)cc1 (stereo unspecified)	-5	12	105	7	1.2	4	-3	12	0
48	Cc1ccc(F)cc1NC(=O)c1ccc2c(c1)OCO2	-10[fluorescence artefact?]	-24	116[fluorescence artefact?]	8	1.1	4	-1	-3	-5

The list continues.
#	Structure	Smad3 FoxH1 inh	Mac1 fbg inh	ERa coact pot	Calb biofilm kill	MT1-MMP txn act	sEH inh	ERb coact inh	CD11b adhes enh	sEH act
49	O=C(NCCCN1CCOCC1)c1ccc(CS(=O)(=O)c2c(Cl)cccc2Cl)o1	-2	-8	100	3	1.1	2	-5	1	-2
50	COc1ccc(/C=C2\NC(=S)N(CC3CCCO3)C2=O)c(OC)c1C (stereo unspecified)	.	42	.	.	.	2	.	-1	0
51	CC1CCCCN1S(=O)(=O)c1ccc(S(=O)(=O)NCCc2ccncc2)cc1 (stereo unspecified)	-1	.	100[fluorescence artefact?]	6	1.3	26	4	.	-23
52	CC1CCCCC1NC(=O)COC(=O)c1ccc(S(=O)(=O)N2CCOCC2)cc1 (stereo unspecified)	-1	3	105	8	1.1	46	3	0	-45
53	O=C(CSc1ncccn1)NCc1ccccc1Cl	.	0	.	.	1.4	21	.	0	-23
54	Cc1nn(Cc2ccccc2)c(C)c1C(=O)OCC(=O)c1cc(C)n(CC(F)(F)F)c1C	-14	-17	72	-4	1.1	-12	2	8	15
55	COc1ccc(CCNS(=O)(=O)c2cn(C)c(=O)n(C)c2=O)cc1OC	-10	-19	121	6	1.1	-8	-3	-2	7
56	Oc1ccc2ccc3cccc[n+]3c2c1	-7	.	109[fluorescence artefact?]	9	1.1	-2	9[fluorescence artefact?]	.	4

(list continues)
#	Structure	Smad3 FoxH1 inh	Mac1 fbg inh	ERa coact pot	Calb biofilm kill	MT1-MMP txn act	sEH inh	ERb coact inh	CD11b adhes enh	sEH act
57	COc1ccccc1NC(=O)Nc1c(C)n(C)n(-c2ccccc2)c1=O	3	4	126	6	1.1	0	-23	-2	4
58	Cc1cc(NC(=O)c2cc(-c3cccc(Cl)c3)on2)no1	11	10	191	8	1.2	.	16[fluorescence artefact?]	12	.
59	CC(C)CNC(=O)c1cc(-c2ccc(Br)cc2)on1	9	-2	138	7	1.5	0	4	-4	0
60	O=C(CSCCO)N1CCc2ccccc21	2[fluorescence artefact?]	-6	99	5	1.3	4	-2	2	-2
61	Cn1c(=O)c2c(-c3ccccc3)n3c4ccccc4ncc3c2n(C)c1=O	-5	.	84	9	1	-2	-24	.	3
62	COc1ccc(N=C2C(=Nc3ccc(OC)cc3)N(c3ccc(N(C)C)cc3)C(=S)N2c2ccc(OC)cc2)cc1	.	2	.	.	.	0	.	-3	4
63	Cc1nn(C)c(C)c1S(=O)(=O)N1CCC(C(=O)NC2CCCc3ccccc32)CC1 (stereo unspecified)	15	-6	121	3	1	36	-4	0	-36
64	Cc1ccc(S(=O)(=O)N2CC(=NO)C2)cc1	-2	2	103	5	1.1	.	7	-2	.
65	CC(C)n1ncc(C(N)=O)c1N	-23	-1	98	1	1.1	-3	9	-2	3

Bioassay records from PubChem BioAssay.
